hcDAF12 agonist: H. contortus DAF-12 nuclear receptor activators, primary screen, cell-based, luminescence, HEK293, lit1-tk-luc reporter | AID 652067, 2013 | 370,000 tested, 1.4% active | activation, % at 6.8 µM | HEK293 hcDAF-12 lit1-tk-luc reporter; 0% DMSO, 100% Δ7-dafachronic acid;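 active = activation above the mean of all tested compounds plus 3 SD, cut at about 5.5% in these data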;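 note: 100% = response to 3 µM Δ7-dafachronic acid high control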
PLCb3 inh: human PLC-beta3 inhibitors, primary screen, biochemical, fluorescence; 1-phosphatidylinositol 4,5-bisphosphate phosphodiesterase beta-3 (Homo sapiens), Q01970; Purified PLC-beta3, fluorogenic substrate; inhibition, % at 12.2 µM; 370,000 tested, 0.18% active; AID 720704, 2013; in the data active = inhibition above about 11%;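 note: 0% = median of compound wells on plate and 100% = full blocker control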
NR1D1 modulator: modulators of Rev-erb alpha DNA binding, primary screen, biochemical, FITC-DNA, fluorescence polarization, uHTS | Rev-erbα–FITC-DNA binding, 90 min | activity, % at 10 µM | 370,000 tested, 0.79% active;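 active = activity above about 14%, limit read from the data; passing the limit was not always enough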;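 note: 0% = DMSO wells with 35 nM protein and 100% = DMSO wells with 750 nM protein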
PG9 binder: binders of HIV-1 gp120 antibody PG9, primary screen, biochemical, TR-FRET; 360,000 tested, 0.43% active; HIV-1 gp120 / PG9 antibody interaction; inhibition, % at 6.7 µM; TR-FRET gp120-PG9 antibody binding; AID 624416, 2012; in the data active = inhibition above about 8.5%
ssDAF-12 act: S. stercoralis DAF-12 nuclear receptor activators, primary screen, cell-based, luminescence, HEK293, GRIP1 co-expression, lit1-tk-luc; activation, % at 6.8 µM; HEK293 ssDAF-12/GRIP1 lit1-tk-luc reporter; % of 3 µM dafachronic acid response; Nuclear hormone receptor DAF-12 (Strongyloides stercoralis); AID 652126, 2013; 370,000 tested, 1% active;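 active = activation above the mean over all tested compounds plus 3 SD, cut at about 0.9% in these data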;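 note: 0% = DMSO-only wells and 100% = 3 µM delta7-dafachronic acid wells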
DAX1 inh-1: DAX1 (NR0B1) inhibitors on StAR promoter, primary screen, cell-based, luminescence, SF-1 (NR5A1), full-length DAX-1 | HEK293T StAR-luciferase reporter, SF-1/DAX-1 repression relief | AID 652010, 2013 | inhibition, % at 6.8 µM | 370,000 tested, 1.1% active;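 active = inhibition above the mean over all tested compounds plus 3 SD, cut at about 3.6% in these data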;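 note: 0% = DAX-1 cells with DMSO and 100% = cells lacking DAX-1 with DMSO; higher inhibition means more luminescence from relief of DAX-1 repression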
SMARCA2 activ: SMARCA2 (BRM) function activators, primary screen, cell-based, luminescence, high throughput. 370,000 tested, 1% active. MG213 cells, MMTV-luciferase reporter, dexamethasone, overnight. activation, % at 9.1 µM; in the data active = activation above about 7.8%;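 note: 0% = vehicle wells and 100% = reference activator wells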
DAX1 inh-2: DAX1 (NR0B1) inhibitors, primary screen, cell-based, HEK293, Gal4-DAX1, luciferase luminescence; inhibition, % at 6.75 µM; Nuclear receptor subfamily 0 group B member 1 (Homo sapiens), P51843; HEK293 Gal4-DAX1 luciferase reporter; 340,000 tested, 0.99% active; AID 504766, 2011;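 active = inhibition above the mean over all tested compounds plus 3 SD, cut at about 4.2% in these data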;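 note: 0% = DAX1-transfected cells with DMSO and 100% = empty-vector control cells with DMSO; inhibition shows as a rise in luminescence from relieved DAX1 repression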
Target sequence (P51843 207-470 limits assumed): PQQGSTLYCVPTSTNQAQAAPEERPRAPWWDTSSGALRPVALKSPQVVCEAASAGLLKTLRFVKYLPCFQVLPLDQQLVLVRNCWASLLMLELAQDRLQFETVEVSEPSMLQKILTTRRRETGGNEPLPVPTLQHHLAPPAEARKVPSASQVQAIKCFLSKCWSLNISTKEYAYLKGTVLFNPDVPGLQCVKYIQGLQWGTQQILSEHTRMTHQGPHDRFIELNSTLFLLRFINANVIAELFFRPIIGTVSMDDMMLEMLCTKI
sPLA2-III inh: human group III sPLA2 inhibitors, primary screen, biochemical, QFRET, BODIPY PC-A2 liposome substrate. Group 3 secretory phospholipase A2 (Homo sapiens), Q9NZ20. QFRET BODIPY PC-A2 liposome hydrolysis, fluorescence. inhibition, % at 12.2 µM. 370,000 tested, 0.56% active;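 active = inhibition above mean plus 3 SD of compounds lying within the high and low control bounds, cut at about 19% in these data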;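 note: 0% = median of test compound wells and 100% = no enzyme DMSO wells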
Target sequence (Q9NZ20 whole entry, looked up): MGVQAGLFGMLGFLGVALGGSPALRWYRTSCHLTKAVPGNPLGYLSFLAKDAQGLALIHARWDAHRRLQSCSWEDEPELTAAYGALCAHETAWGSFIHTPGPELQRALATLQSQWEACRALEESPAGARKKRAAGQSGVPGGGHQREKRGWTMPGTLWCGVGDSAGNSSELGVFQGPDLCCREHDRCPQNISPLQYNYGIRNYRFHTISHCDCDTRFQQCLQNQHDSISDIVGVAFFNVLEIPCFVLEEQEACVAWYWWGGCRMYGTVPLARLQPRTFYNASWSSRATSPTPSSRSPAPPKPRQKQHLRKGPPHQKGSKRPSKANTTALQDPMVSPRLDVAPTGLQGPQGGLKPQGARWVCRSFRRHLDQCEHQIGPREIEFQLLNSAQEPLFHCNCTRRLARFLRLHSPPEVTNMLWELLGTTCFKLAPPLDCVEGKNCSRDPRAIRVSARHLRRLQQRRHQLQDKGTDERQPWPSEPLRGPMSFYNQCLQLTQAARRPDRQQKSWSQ
FXN GAA850 act: FXN promoter activators, primary screen, cell-based, luciferase luminescence, HEK293 lucGAA850; AID 540364, 2011; activation, % at 6 µM; HEK293 lucGAA850 FXN promoter luciferase reporter, 24 h; percent of 10 µM SAHA response; 360,000 tested, 0.56% active;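 active = activation above the average of all compounds screened plus 3 SD, cutoff fixed separately per campaign, cut at about 7.5% in these data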;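 note: 0% = DMSO wells and 100% = 10 µM SAHA wells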
hgDAF12 agonist: H. glycines DAF-12 receptor agonists, primary screen, cell-based, luminescence, HEK293, GAL4 fusion, UAS-luciferase. activation, % at 6.8 µM. Nuclear hormone receptor DAF-12 (Heterodera glycines), GAL4 fusion. HEK293 GAL4-hgDAF12 UAS-luciferase reporter, agonist luminescence; normalized to butyrate control. 370,000 tested, 1.8% active;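 active = activation above a cutoff set at the mean of all screened compounds plus 3 SD, cut at about 10% in these data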;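 note: 0% = DMSO wells and 100% = sodium butyrate wells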
* = called active by the depositor; i = inactive; nt = no result given.

SMILES	hcDAF12 agonist	PLCb3 inh	NR1D1 modulator	PG9 binder	ssDAF-12 act	DAX1 inh-1	SMARCA2 activ	DAX1 inh-2	sPLA2-III inh	FXN GAA850 act	hgDAF12 agonist
Cc1[nH]n2c(=O)cc(Cc3ccccc3)nc2c1C#N	-0.2	-2.6	1.8	-0.3	-1.1	0.0	1.6	-0.4	-0.7	-0.7	1.1
COc1cccc(CN=CC2=C(O)CC(C)(C)CC2=O)c1OC	0.1	0.8	-1.4	-2.7	-1.1	0.8	-3.7	0.3	6.1	3.6	1.8
CC(C)(CCl)C(=O)Nc1ccc(Sc2ccc(F)cc2)cc1	-0.7	0.3	3.2	1.0	-1.4	-1.3	-2.6	-0.5	-6.5	-0.8	0.8
COc1ccccc1NC(=O)C(C)OC(=O)C1CC(=O)N(Cc2ccco2)C1 (stereo unspecified)	-1.6	2.3	-8.8	0.0	-1.4	0.9	-1.5	1.6	-4.8	1.3	1.1
COc1ccccc1C(=O)NC1CCCCN(C(C)C)C1=O (stereo unspecified)	0.6	1.9	-2.4	nt	-0.6	-0.1	-0.8	nt	12.1	nt	2.9
COc1ccccc1N(Cc1ccccc1)S(=O)(=O)c1cccc(C(=O)O)c1	-0.3	0.1	8.3	0.9	-1.2	0.2	2.8	1.7	6.6	2.0	-2.7
COc1ccc(NC(=S)NCc2cccnc2)cc1OC	-0.4	-6.0	1.1	0.8	-0.6	1.1	0.6	3.4	2.7	0.0	-3.8
O=C1c2cc([N+](=O)[O-])ccc2-c2cc(Br)c(N=C(NO)C(F)(F)F)cc21	2.0	-70.9	6.6	0.2	-0.7	-0.6	-2.7	1.4	-51.4	-1.6	-1.0
COc1ccc(C)cc1NC(=O)C(c1ccccc1)N1CCN(CC(=O)N2CCCC2)CC1 (stereo unspecified)	-0.4	-6.9	-0.9	-2.4	-1.1	-0.7	0.0	-0.8	-0.7	0.9	-1.5
CC(CCc1ccccc1)NC(=O)CCC(=O)N1CCC(C(N)=O)CC1 (stereo unspecified)	-0.4	-2.0	-2.0	-0.2	-1.0	0.1	-1.4	0.3	0.1	-0.5	-0.1
CCOc1cc(C2NN=C(c3ccc(C)cc3)S2)ccc1O (stereo unspecified)	3.6	i	2.5	1.1	-0.1	2.5	1.6	0.6	-14.9	6.6	14.3*
O=C(NCCO)C(=O)Nc1cc2c3c(c1)CCC(=O)N3CCC2	1.4	-4.9	-7.5	-0.4	-0.8	-0.1	-2.1	0.3	-2.0	-1.8	-0.1
C[C@H]1CN(c2ccc(N3CCN(C(=O)OC(C)(C)C)C[C@@H]3C)cc2C#N)CCN1Cc1ccccc1	-1.1	-76.0	1.5	-1.9	-1.1	-2.5	5.6	nt	0.9	nt	3.9
CCOC(=O)c1cnn(-c2ccccc2)c1-n1cccc1C(=O)C(=O)Nc1ccccc1C(F)(F)F	-1.4	0.3	3.6	-2.9	-1.3	-0.3	-0.9	-0.4	-3.1	2.6	-1.4
CCCC(C)C(=O)N(Cc1ccccc1)c1ccccn1 (stereo unspecified)	-1.1	1.5	-5.6	-0.2	-1.4	0.0	-1.3	-0.8	11.4	-0.2	-0.6
CC(=O)Nc1cccc(NC(=O)COc2ccc3c(c2)OCO3)c1	-2.1	-4.1	2.8	-1.0	-1.0	0.5	0.4	-0.3	0.2	2.2	3.4
O=C(Nc1ccc2c(c1)N(Cc1ccccc1)C(=O)c1ccccc1S2)NC1CC1	-2.3	3.6	-2.1	-1.1	-1.5	-0.8	0.5	-0.3	-44.3	0.2	1.2
COc1ccc(-c2nnc(SCCC(=O)O)n2C)cc1OC	0.9	5.0	-2.4	-2.6	-1.0	0.3	1.7	-0.4	5.4	2.4	-0.7
COC(CNC(=O)Cn1ncc2ccsc2c1=O)OC	0.8	2.3	0.3	1.5	-0.6	0.2	-1.8	-0.2	7.9	0.3	-2.4
CCOC(=O)C1=C(C)N(C)C(=O)C1CC(=O)O (stereo unspecified)	-0.4	3.0	-2.9	4.2	-1.2	-0.3	-1.8	-1.0	6.2	0.2	0.8
CN(C)c1ccc(/C=N/NC(=O)c2ccc(-n3cnnn3)cc2)cc1	0.4	-3.5	-6.4	-4.2	-0.4	-0.3	-1.1	-0.3	16.0	-1.4	0.2
O=C(CN1CCC(C(=O)c2ccc3c(c2)OCCO3)CC1)NC1CCCC1	-2.1	1.1	1.7	-0.4	-1.2	-1.1	0.8	0.8	-2.0	2.9	-0.2
COCC(=O)Nc1ccc(S(=O)(=O)Nc2onc(C)c2C)cc1	-0.1	0.8	-5.0	0.0	-1.4	-0.6	-0.6	0.5	9.3	0.0	-0.1
O=C(CSc1nc2ccccc2o1)NC(=O)NCc1ccco1	1.2	0.1	1.1	-0.7	-1.0	1.6	3.7	3.5	-9.2	-1.4	2.2
Cc1nc(NN)nc(NCc2ccccc2)n1	-1.4	-2.5	-2.9	1.1	-0.6	-0.2	0.5	1.3	0.0	2.8	-0.2
O=C(COC(=O)c1cc(S(=O)(=O)N2CCCCC2)ccc1N1CCOCC1)c1ccc(Cl)cc1	-0.7	-9.2	1.5	-0.9	-1.2	-0.1	-1.5	0.5	-22.4	2.9	1.6
CC(C)(C)c1ccc(OCCC(=O)OCC(=O)Nc2ccc(N3CCOCC3)cc2)cc1	1.1	-4.5	-7.0	-0.2	-1.1	1.6	-3.7	0.0	8.0	-2.3	-0.1
NC(=O)c1nn(CC(=O)Nc2cccc(S(=O)(=O)N3CCCC3)c2)c(=O)c2ccccc12	-1.0	-8.4	-3.4	0.4	-1.3	0.2	-2.4	-0.2	2.5	-1.0	1.9
COc1ccc(OC)c(C(=O)COC(=O)c2ccccc2O)c1	3.5	-88.7	3.6	0.9	-0.2	0.6	3.9	1.0	-19.1	1.6	3.5
O=C(CN1CCN(Cc2ccccc2)CC1)N/N=C\C=C/c1ccco1	-0.2	-6.3	0.9	-2.3	-1.3	0.2	1.4	0.1	1.9	3.5	-1.6
COC(=O)c1c(NC(=O)COC(=O)c2ccc(O)cc2)sc2c1CCCCC2	0.6	0.1	0.3	-0.1	-1.2	-0.2	-2.1	2.6	-5.5	-0.1	1.0
CC1CCN(CCNC(=O)c2ccc(NC(=O)C3CCCO3)cc2)CC1 (stereo unspecified)	-1.7	0.3	-1.8	-0.1	-0.8	0.4	-1.5	-0.7	6.9	2.5	-0.1
COCCCNC(=O)C(=O)Nc1cc2c3c(c1)CCN3C(=O)CC2	-1.1	-3.6	0.8	1.2	-0.7	-0.1	-1.4	0.8	-0.8	-0.2	6.2
O=C(C[n+]1cc(-c2ccc(Cl)c(Cl)c2)n2c1CCC2)N1c2ccccc2Sc2ccccc21	-0.7	0.8	3.8	0.6	-1.6	-0.2	-3.3	0.3	-68.5	-1.7	0.7
COCCNC(=O)/C(C#N)=C/c1cccc(NC(=O)c2ccccc2Cl)c1	0.0	1.2	0.7	-0.4	-1.3	-0.1	4.0	-0.9	4.2	1.6	3.0
CC(=O)Nc1ccc2c(c1)C(=O)c1ccccc1C2=O	6.5*	-34.5	-3.5	-1.0	0.5	2.5	9.4*	2.1	-3.7	5.6	14.3*
CNC(=O)OC(C)CNS(=O)(=O)c1ccc(C)cc1 (stereo unspecified)	-0.2	2.2	-3.2	-0.8	-0.8	0.0	-2.9	1.3	6.5	1.0	-1.4
Cn1nc(C(C)(C)C)cc1C(=O)N1CCCCC1c1cc(C(=O)NCc2cccnc2)no1 (stereo unspecified)	-1.7	2.7	-1.9	0.6	-1.3	-0.5	-4.4	nt	-1.1	-2.1	-2.1
CCSCCCn1[nH]c2ccccc2c1=O	-0.7	-12.9	4.7	-2.1	-0.7	-1.1	-1.8	1.1	11.8	1.4	-2.5
CC[n+]1c(/C=C/c2ccc(OC)c(OC)c2)ccc2ccccc21	9.3*	-122.0	-3.1	-4.0	1.1*	3.4	5.0	4.4*	8.3	4.7	16.8*
CC(=O)Oc1ccc(C(=O)O)c(OC(C)=O)c1	-0.1	-4.4	-0.7	-1.3	-1.4	1.1	-1.0	-0.2	8.1	1.8	-0.2
CCC(C)NC(=O)NCc1ccccc1F (stereo unspecified)	0.9	-1.2	-2.9	0.1	-0.7	-0.7	-1.6	-0.3	2.3	1.9	-0.9
c1ccc(CSc2nnnn2-c2cccc3ccccc23)nc1	1.7	0.1	-5.4	-2.1	-1.0	0.3	1.5	0.4	-2.1	-1.1	0.4
O=C(CCC(=O)Nc1ccccc1Cl)NNC(=O)c1ccccc1[N+](=O)[O-]	-0.7	0.7	-1.8	-0.2	-0.5	0.3	-2.2	0.9	-2.9	-1.6	1.8
O=C(CCOc1ccccc1)Nc1ccnn1C1CCN(Cc2ccc(CO)o2)CC1	-2.0	-8.2	-0.8	-1.2	-1.0	0.1	-0.4	0.7	-6.6	0.8	-0.8
c1ccc(-n2cc(CN3CCCC3)c(-c3ccc4c(c3)OCO4)n2)cc1	0.1	-0.8	-3.5	2.4	-1.4	0.7	4.2	0.4	-2.1	1.5	0.8
COc1ccc(/C=C/C(=O)NCC(c2ccc(F)cc2)N2CCOCC2)cc1OC (stereo unspecified)	-3.0	-18.3	5.6	-2.9	-0.8	-0.3	1.4	0.5	-7.1	0.4	2.4
CCCCn1nnnc1NCc1ccc(OC)c(OC)c1	8.5*	3.7	-1.1	0.9	-1.7	-0.7	-1.1	-1.9	1.1	1.7	0.4

Of the compounds above, 2 have a nitro group on carbon:
SMILES	hcDAF12 agonist	PLCb3 inh	NR1D1 modulator	PG9 binder	ssDAF-12 act	DAX1 inh-1	SMARCA2 activ	DAX1 inh-2	sPLA2-III inh	FXN GAA850 act	hgDAF12 agonist
O=C1c2cc([N+](=O)[O-])ccc2-c2cc(Br)c(N=C(NO)C(F)(F)F)cc21	2.0	-70.9	6.6	0.2	-0.7	-0.6	-2.7	1.4	-51.4	-1.6	-1.0
O=C(CCC(=O)Nc1ccccc1Cl)NNC(=O)c1ccccc1[N+](=O)[O-]	-0.7	0.7	-1.8	-0.2	-0.5	0.3	-2.2	0.9	-2.9	-1.6	1.8

From PubChem BioAssay
